FBW7 activator: activators of human E3 ligase FBW7 | hit rate 0.13% among 650,000 | normalized activity (activation), % at 26.1 µM | AlphaScreen FBW7–phospho-cyclin E peptide binding, activator screen; in the data active = normalized activity above about 1.9%;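 note: purified mutant Fbw7 with reduced substrate affinity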
GPR151 activ: activates the human receptor GPR151; Q8TDV0; PathHunter beta-arrestin GPR151 cells, luminescence; activation, % at 11.2 µM; hit rate 1% among 650,000; AID 1508602; in the data active = activation above about 4.9%;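 note: 0% = median of compound wells and 100% = cells with positive control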
Target sequence (Q8TDV0 whole entry, looked up): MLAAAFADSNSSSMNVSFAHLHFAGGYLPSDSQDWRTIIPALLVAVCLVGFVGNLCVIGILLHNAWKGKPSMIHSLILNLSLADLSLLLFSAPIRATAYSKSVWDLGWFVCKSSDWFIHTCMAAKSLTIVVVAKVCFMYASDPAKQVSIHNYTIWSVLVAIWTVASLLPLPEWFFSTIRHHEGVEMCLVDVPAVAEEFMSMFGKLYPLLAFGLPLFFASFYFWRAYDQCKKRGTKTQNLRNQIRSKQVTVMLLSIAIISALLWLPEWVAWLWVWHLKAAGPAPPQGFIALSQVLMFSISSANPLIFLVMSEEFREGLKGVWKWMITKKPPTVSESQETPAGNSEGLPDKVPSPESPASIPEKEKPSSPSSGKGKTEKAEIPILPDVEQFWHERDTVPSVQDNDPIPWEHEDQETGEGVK
MITF primary: blocks human microphthalmia-associated transcription factor. O75030. AlphaScreen MITF homodimerization, bead proximity signal. inhibition, % at 2.6 µM. hit rate 0.91% among 650,000; in the data active = inhibition above about 50%;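 note: 0% = vehicle wells with protein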
Target sequence (O75030 whole entry, looked up): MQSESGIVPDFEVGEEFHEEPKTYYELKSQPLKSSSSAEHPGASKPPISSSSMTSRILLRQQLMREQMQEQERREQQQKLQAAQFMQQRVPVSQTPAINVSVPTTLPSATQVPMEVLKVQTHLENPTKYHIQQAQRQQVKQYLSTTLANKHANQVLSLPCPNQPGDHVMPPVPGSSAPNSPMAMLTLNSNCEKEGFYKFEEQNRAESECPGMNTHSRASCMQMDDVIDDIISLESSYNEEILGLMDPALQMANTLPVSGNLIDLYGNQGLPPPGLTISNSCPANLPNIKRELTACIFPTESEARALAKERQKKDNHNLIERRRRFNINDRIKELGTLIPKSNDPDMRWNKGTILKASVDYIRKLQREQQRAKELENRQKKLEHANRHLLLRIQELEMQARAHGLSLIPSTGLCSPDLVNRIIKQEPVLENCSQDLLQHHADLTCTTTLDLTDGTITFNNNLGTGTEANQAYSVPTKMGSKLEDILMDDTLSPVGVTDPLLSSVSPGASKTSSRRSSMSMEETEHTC
TEAD-YAP block: TEAD-YAP interaction inhibition; AID 1259422; inhibition, % at 9.12 µM; HEK-TIYL cells, TEAD-Gal4/YAP UAS-luciferase luminescence; hit rate 1.4% among 640,000; in the data active = inhibition above about 32%;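 note: 0% = median of test compound wells and 100% = reference inhibitor wells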
Starred values were filed as active, the others as inactive; & = joins results of further samples.

#	smiles	FBW7 activator	GPR151 activ	MITF primary	TEAD-YAP block
1	COC(CN=CC1=C(O)CC(C)(C)CC1=O)OC	0.2	0.6	15.7	6.0
2	O=C(NCCc1c[nH]c2ccccc12)C1(c2ccccc2)CCCC1	-0.2	0.0	7.5	2.9
3	CCN(CC)c1ccc(C(=O)NNC(=S)NCC2CCCO2)cc1 (stereo not given)	0.0	1.7	12.3	0.8
4	O=C(CSc1nnc(-c2cccnc2)n1Cc1ccccc1)Nc1ccc(Br)cc1	0.1	-1.9	10.6	10.3
5	CCOc1ccc(N(C(=O)Cn2nnnc2N)C2(C(=O)Nc3c(C)cccc3C)CCCCC2)cc1	0.2	-0.6	4.3	8.7
6	Cc1ccc(-c2cc(C(=O)O)c3ccccc3n2)c(C)c1	0.0	1.1	-15.9	-4.6
7	CCOC(=O)C1=C(CSc2nccn2C)NC(=O)NC1c1cc(C)ccc1C (stereo not given)	0.0	0.6	12.3	4.4
8	O=C(Nc1ccc(C23CC4CC(CC(O)(C4)C2)C3)cc1)c1ccc(S(=O)(=O)N2CCOCC2)cc1	0.1	0.7	-5.0	-8.1
9	Cc1cc(NCCN2CCOCC2)nc(N2CCN(Cc3ccc4c(c3)OCO4)CC2)n1	0.1	-1.2	7.8	9.1
10	O=c1oc2ccc(Br)cc2cc1-c1nc(-c2ccc(Cl)cc2)cs1	0.3	0.8	8.9	4.7
11	COc1ccc(NC(=S)N2CCn3cccc3C2c2cc(OC)ccc2OC)cc1 (stereo not given)	0.0	-1.2	17.9	-3.5
12	CCOC(=O)C1=C(C)N=c2s/c(=C/c3ccc(-c4ccccc4C(=O)O)o3)c(=O)n2C1c1cc(OC)ccc1OC (stereo not given)	-0.3	3.5	5.8	1.3
13	O=C1C=C(Nc2ccc(O)cc2)C(=O)c2ccccc21	-0.1&-0.1	-8.9&-8.3	12.3&16.7	-25.9&-68.1
14	COc1ccc(S(=O)(=O)N(NC2=NS(=O)(=O)c3ccccc32)C(=O)c2ccccc2OC)cc1	-0.1	0.6	6.0	1.7
15	CN(CCc1ccccn1)C1CCCN(C(=O)NCCc2ccccc2)C1 (stereo not given)	-0.1	-2.0	-6.0	-8.6
16	CS(=O)(=O)c1ccc(C(=O)CCN2CCCCC2)cc1	-0.2	-0.9	-3.9	-6.7
17	COc1ccccc1CNC(=O)c1c[nH]c2ccc(S(=O)(=O)N3CCC4(CC3)OCCO4)cc2c1=O	0.5	0.1	6.1	14.1
18	CCOc1cc(/C=C2/C(=O)N(c3ccc(Cl)c(Cl)c3)N=C2C)cc(I)c1O	-0.9	0.0	3.1	1.0
19	CN1CCN(Cc2ccc(OCc3ccccc3)cc2)CC1CCO (stereo not given)	0.1	-0.8	-14.1	4.0
20	C/C(=N\Nc1ccc([N+](=O)[O-])cc1)c1ccc(OCCO)cc1	-0.1	0.7	2.9	-15.1
21	COc1cc(CC(=O)N2CCc3nc(N4CCCCC4)[nH]c(=O)c3C2)cc(OC)c1OC	0.0	2.5	-19.2	7.3
22	COc1ccc(C(=O)NCC(=O)OCc2cc(=O)oc3cc(C)ccc23)cc1OC	-0.1	1.4	8.6	5.2
23	Cc1ccc2c(c1)NC(=O)C(CC(=O)NCCN(CC(C)C)CC(C)C)O2 (stereo not given)	0.1	-0.2	6.1	5.3
24	COc1ccc(CCn2c(-c3ccc(S(=O)(=O)N4CCOCC4)cc3)csc2=Nc2ccc(F)cc2)cc1	-0.1	-0.3	7.4	-7.5
25	Cc1cccc(C(=O)NCc2nnnn2-c2ccc(F)c(F)c2)c1	0.0	-0.3	0.5	-6.0
26	Cn1cc(C(=O)n2ccnc2)c(=O)c2cc(S(=O)(=O)N3CCCC3)ccc21	0.2	-0.6	9.3	3.3
27	O=C(Cc1ccc(F)cc1)Nc1ccccc1C(=O)NC1CCCCC1	-0.1	-0.9	-15.8	-14.6
28	COc1cccc(CN2CCOc3ccc(CN4C[C@@H](C)O[C@@H](C)C4)cc3C2)c1OC	0.0	-1.4	10.7	6.5
29	COC(=O)c1cc(N2CCOCC2)nc(N2CCOCC2)n1	0.4	-2.0	23.6	-5.9
30	COc1ccc(OC)c(/C=N/N=C2/NC(=O)C(c3ccccc3)S2)c1 (stereo not given)	-0.1	1.0	-3.8	5.6
31	CC(CCc1ccccc1)N1C(=O)C2C(C(=O)Nc3ccc(Cl)cc3)C3C=CC2(O3)C1C(=O)NC1CCCCC1 (stereo not given)	-0.1	1.3	-4.6	4.5
32	CNS(=O)(=O)c1cccc(C(=O)NCCCN2CCCC2=O)c1	0.0	-0.6	12.7	-3.2

Quoted from above, nos. 12 to 23
#	smiles	FBW7 activator	GPR151 activ	MITF primary	TEAD-YAP block
12	CCOC(=O)C1=C(C)N=c2s/c(=C/c3ccc(-c4ccccc4C(=O)O)o3)c(=O)n2C1c1cc(OC)ccc1OC (stereo not given)	-0.3	3.5	5.8	1.3
13	O=C1C=C(Nc2ccc(O)cc2)C(=O)c2ccccc21	-0.1&-0.1	-8.9&-8.3	12.3&16.7	-25.9&-68.1
14	COc1ccc(S(=O)(=O)N(NC2=NS(=O)(=O)c3ccccc32)C(=O)c2ccccc2OC)cc1	-0.1	0.6	6.0	1.7
15	CN(CCc1ccccn1)C1CCCN(C(=O)NCCc2ccccc2)C1 (stereo not given)	-0.1	-2.0	-6.0	-8.6
16	CS(=O)(=O)c1ccc(C(=O)CCN2CCCCC2)cc1	-0.2	-0.9	-3.9	-6.7
17	COc1ccccc1CNC(=O)c1c[nH]c2ccc(S(=O)(=O)N3CCC4(CC3)OCCO4)cc2c1=O	0.5	0.1	6.1	14.1
18	CCOc1cc(/C=C2/C(=O)N(c3ccc(Cl)c(Cl)c3)N=C2C)cc(I)c1O	-0.9	0.0	3.1	1.0
19	CN1CCN(Cc2ccc(OCc3ccccc3)cc2)CC1CCO (stereo not given)	0.1	-0.8	-14.1	4.0
20	C/C(=N\Nc1ccc([N+](=O)[O-])cc1)c1ccc(OCCO)cc1	-0.1	0.7	2.9	-15.1
21	COc1cc(CC(=O)N2CCc3nc(N4CCCCC4)[nH]c(=O)c3C2)cc(OC)c1OC	0.0	2.5	-19.2	7.3
22	COc1ccc(C(=O)NCC(=O)OCc2cc(=O)oc3cc(C)ccc23)cc1OC	-0.1	1.4	8.6	5.2
23	Cc1ccc2c(c1)NC(=O)C(CC(=O)NCCN(CC(C)C)CC(C)C)O2 (stereo not given)	0.1	-0.2	6.1	5.3

Further compounds:
#	smiles	FBW7 activator	GPR151 activ	MITF primary	TEAD-YAP block
33	O=[n+]1c2c(n([O-])c3cc(F)c(N4CCCC4)cc31)CCCC2	0.1	-0.1	9.7	-21.3
34	O=C(NCCCc1ccccc1)C(=O)NCC(c1ccc2c(c1)OCO2)N1CCOCC1 (stereo not given)	0.1	-0.6	9.8	2.9
35	NC(Cc1ccccc1)c1nc2ccc(-c3ccnc4ccccc34)cc2[nH]1 (stereo not given)	-0.9	0.8	14.9	-4.5
36	C/C(=N/NC(N)=O)c1cc(C(C)(C)C)cc2c1CCC2(C)C	0.1	2.3	5.1	-11.4
37	COCCN1C(=O)C(O)=C(C(=O)c2ccco2)C1c1ccc(C(C)(C)C)cc1 (stereo not given)	-0.1	2.3	5.2	2.4
38	COc1ccccc1-c1c(C#N)c(N)nc2c1c(=O)n(C)c(=O)n2C	0.2	0.6	5.6	19.8
39	CCOc1ccc(CC2CCC(=O)NC2=O)cc1 (stereo not given)	0.0	0.5	0.0	5.8
40	O=C1CCCN1c1cccc([N+](=O)[O-])c1	0.5	-0.5	10.0	7.2
41	CCOC(=O)C1(Cc2ccccc2Cl)CCN(C(=O)C2=C(C)OCCO2)CC1	0.1	0.0	-0.3	-82.4
42	CCNCCC1CCC(=O)N1CCc1ccc(Cl)cc1 (stereo not given)	0.0	1.1	-7.2	-9.7
43	CCc1nn(-c2ccccc2)c2nc(-c3cccc(OC)c3)c3cc(OC)c(OC)cc3c12	0.2	-1.2	4.5	4.9
44	C=CCN(CC=C)CC(=O)Nc1cccc(Oc2cnccn2)c1	-0.2	-2.1	-1.7	-4.3
45	Cc1oc(C(=O)O)cc1CSCc1ccoc1C(=O)O	0.0	6.1*	2.9	0.4
46	COc1ccc(S(=O)(=O)N2CCC(C(N)=O)(N3CCCCC3)CC2)cc1	-0.1	-0.3	0.8	-3.2
47	CC(C)CN(CC(C)C)C(=O)CCCN1C(=O)c2ccccc2C1=O	0.9	-1.1	-20.8	-2.0
48	COc1ccc(-n2cccc2/C=C2\NC(=O)N(CC(=O)Nc3ccccc3C)C2=O)cc1	-0.2	-0.7	1.6	-8.0
49	Cc1cc(=O)n2nc(N(C)CC(=O)NCc3cccc(F)c3)sc2n1	0.3	-1.1	-14.7	-6.3
50	CC(C)N1CCN(Cc2nc3c(s2)CCCC3)CC1CCO (stereo not given)	0.0	-0.5	5.7	5.8
51	CCNc1nc2ccccn2c(=O)c1/C=C1\SC(=S)N(Cc2ccccc2)C1=O	0.0	-0.1	13.8	6.5
52	CC(Nc1ccc(Cl)cc1)C(=O)N/N=C/c1ccc(N(C)C)cc1 (stereo not given)	0.0	0.1	14.6	13.4
53	O=c1oc2ccccc2cc1-c1csc(-c2cc3c(ccc4ccccc43)oc2=O)n1	-0.1	0.4	0.6	3.0
54	COc1ccc(CN2CCN(Cc3cccnc3)CC2)cc1OCc1ccccc1	0.7	0.5	75.8*	8.2
55	O=C(CN1CCN(c2ncccn2)CC1)Nc1ccc(C2CCCCC2)cc1	0.3	-1.2	39.9	7.8
56	COCCC1CCCCN1C(=O)CC1(c2ccc(OC)cc2)CC(=O)N(C)C1=O (stereo not given)	0.1	-1.1	7.2	-28.7
57	c1ccc(-c2csc3ncnc(NCc4cccnc4)c23)cc1	0.2	0.4	17.2	26.0
58	O=C1COc2cc(S(=O)(=O)NCc3ccccn3)c(Cl)cc2N1	-0.1	-0.4	6.5	5.0
59	Cc1ccc(NC(=O)C2CCN(c3cnccn3)CC2)cc1	0.9	-1.0	-1.9	-6.8
60	CCOC(=O)N1CCN(C(=O)CCCn2c(=S)[nH]c3cc4c(cc3c2=O)OCO4)CC1	-0.1	0.5	-1.2	6.1
61	CN1C(=O)CC(C(=O)Nc2ccc(C(=O)O)cc2)SC1=Nc1ccc(F)cc1 (stereo not given)	-0.4	0.5	1.2	0.8
62	CCCCCOC(=O)c1ccc(OC(=O)c2ccco2)cc1	0.1	2.0	-13.1	-12.3
63	COc1ccccc1C(=O)NCc1nnc(SCC(=O)Nc2nccs2)n1-c1cccc(C)c1	0.0	1.8	15.6	13.0
64	OC(COCC1CC=CCC1)Cn1c2ccccc2c2ccccc21 (stereo not given)	0.6	-1.5	1.7	-5.3
65	Cc1cc(=O)n2nc(N(C)CC(=O)NCCCc3ccccc3)sc2n1	-0.1	2.0	-1.1	-9.3
66	COc1cc(NC(=O)CC(C)C)c(OC)cc1NC(=O)Cc1ccccc1	-0.1	0.8	9.5	5.8
67	COc1ccc(Nc2nnc(SC(C)C(C)=O)s2)cc1 (stereo not given)	-0.1	1.1	-4.1	-67.4
68	Cc1cccc(NC(=O)C2CC(=O)OC23CCCCC3)c1 (stereo not given)	0.0	-1.0	13.9	5.3
69	Cc1ccccc1-n1nc2c(c1NC(=O)CCC1CCCCC1)CSC2	-0.1	0.0	7.1	-0.5
70	O=C(O)c1c(CNCc2ccc(Cl)cc2)c2ccccc2n1Cc1ccc(F)cc1	-0.2	-1.1	-4.2	3.4
71	CC(=O)Nc1ccc(Nc2nc(N3CCC(N4CCOCC4)CC3)nc3c2ncn3CCN2CCCC2=O)cc1	-0.2	0.6	-3.2	-0.9
72	CC(=O)N(C(C)=O)c1c(N2CCCCC2)c2ccccc2oc1=O	0.0	1.5	3.5	12.9
73	Cc1nonc1OCC(C)(C)Nc1ccc([N+](=O)[O-])cc1[N+](=O)[O-]	0.3	0.5	11.6	10.0
74	COc1ccc(-n2cc(C(=O)NCCCN3CCCCCC3)c3ccccc3c2=O)cc1	-0.1	-0.6	-6.4	0.8
75	COc1ccc([N+](=O)[O-])cc1NC(=O)Cc1noc2ccc(C)cc12	-0.3	0.8	-0.2	-3.7
76	FC(F)(F)c1cccc(CNc2nc(Nc3ccc4ncccc4c3)nc3c2ncn3-c2ccsc2)c1	0.1	1.1	4.1	7.3
77	O=C(NCc1nc2ccccc2[nH]1)c1ccc2nc(-c3ccc(C(=O)NC4CC4)cc3)sc2c1	-0.1	3.0	6.8	1.0
78	CCN(CC)C(=O)c1sc(NC(=O)c2ccc(OC)cc2)c(C(=O)OC)c1C	-0.1	0.3	-5.7	0.9
79	COc1ccc(OC)c(/C=C\C(=O)NCC(=O)O)c1	0.4	0.0	1.7	-23.0

Screening data deposited in PubChem BioAssay by The Scripps Research Institute Molecular Screening Center.

Not a hit list; overall some 3.5% were active at least once.
